PrPC TRFRET: inhibitors of human cell surface prion protein PrPC. P04156. TR-FRET read-out. inhibition, % at 13.8 µM. actives 0.43% (n = 370,000). AID 720596; in the data active = inhibition above about 24%; note: 0% = median of the test wells and 100% = reference compound wells
BoNT-F LC inh: inhibitors of Botulinum neurotoxin F light chain protease; inhibition, % at 10 µM; actives 0.22% (n = 360,000); Multiplex microsphere protease cleavage assay, flow cytometry; AID 588497; in the data active = inhibition above about 35%, passing the limit was not always enough; inconclusive = no clear call, values can overlap the other calls; note: plate controls were buffer without enzyme for full effect and enzyme alone for no effect
BoNT-A LC inh2: blocks Botulinum neurotoxin A light chain protease; actives 0.17% (n = 360,000); multiplex microsphere protease substrate cleavage, flow cytometry; inhibition, % at 10 µM; note: plate controls were buffer without enzyme for full effect and enzyme alone for no effect
Anthrax LF prot: inhibitors of Bacillus anthracis lethal factor protease | AID 588501 | P15917 | multiplex microsphere protease cleavage assay, LF | inhibition, % at 10 µM | actives 0.12% (n = 360,000); note: plate controls were buffer without enzyme for full effect and enzyme alone for no effect
CCHF vOTU inh: CCHFV vOTU protease inhibition; inhibition, % at 11.5 µM; AID 651958; actives 0.55% (n = 370,000); Pep-AMC fluorescence; in the data active = inhibition above about 30%; note: 0% = vehicle wells with enzyme and 100% = no enzyme wells
Y pestis TopoI: blocks Yersinia pestis topoisomerase I activity; activity, % at 10 µM; Y. pestis Topo-I cleavage product accumulation, plate reader; AID 504884; actives 0.064% (n = 360,000); in the data active = activity above about 50%, passing the limit was not always enough; inconclusive = no clear call, values can overlap the other calls; note: inactives centre near 2
FadD28 FP inh: blocks FadD28 binding to the bisubstrate probe; fluorescence polarization; inhibition, % at 12.5 µM; actives 0.22% (n = 360,000); AID 588549; in the data active = inhibition above about 8.5%, passing the limit was not always enough; inconclusive = no clear call, values can overlap the other calls
PfHsp40 yeast: restores yeast growth despite PfHsp40 toxicity | S. cerevisiae expressing PfHsp40, growth rescue, ATP luminescence | growth rescue, % at 12.5 µM | actives 0.68% (n = 340,000) | AID 504582; in the data active = growth rescue above about 28%, passing the limit was not always enough; inconclusive = no clear call, values can overlap the other calls;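 note: yeast W303a lacking pdr1 and pdr3 grown in galactose medium; growth measured after three days at 30 °C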
TcdB GH inh: blocks C. difficile toxin B glycohydrolase activity; P18177; TcdB glycohydrolase enzymatic assay, plate reader; inhibition, % at 9.99 µM; actives 0.24% (n = 350,000); AID 652162; in the data active = inhibition above about 10%
Target sequence (P18177 whole entry, looked up): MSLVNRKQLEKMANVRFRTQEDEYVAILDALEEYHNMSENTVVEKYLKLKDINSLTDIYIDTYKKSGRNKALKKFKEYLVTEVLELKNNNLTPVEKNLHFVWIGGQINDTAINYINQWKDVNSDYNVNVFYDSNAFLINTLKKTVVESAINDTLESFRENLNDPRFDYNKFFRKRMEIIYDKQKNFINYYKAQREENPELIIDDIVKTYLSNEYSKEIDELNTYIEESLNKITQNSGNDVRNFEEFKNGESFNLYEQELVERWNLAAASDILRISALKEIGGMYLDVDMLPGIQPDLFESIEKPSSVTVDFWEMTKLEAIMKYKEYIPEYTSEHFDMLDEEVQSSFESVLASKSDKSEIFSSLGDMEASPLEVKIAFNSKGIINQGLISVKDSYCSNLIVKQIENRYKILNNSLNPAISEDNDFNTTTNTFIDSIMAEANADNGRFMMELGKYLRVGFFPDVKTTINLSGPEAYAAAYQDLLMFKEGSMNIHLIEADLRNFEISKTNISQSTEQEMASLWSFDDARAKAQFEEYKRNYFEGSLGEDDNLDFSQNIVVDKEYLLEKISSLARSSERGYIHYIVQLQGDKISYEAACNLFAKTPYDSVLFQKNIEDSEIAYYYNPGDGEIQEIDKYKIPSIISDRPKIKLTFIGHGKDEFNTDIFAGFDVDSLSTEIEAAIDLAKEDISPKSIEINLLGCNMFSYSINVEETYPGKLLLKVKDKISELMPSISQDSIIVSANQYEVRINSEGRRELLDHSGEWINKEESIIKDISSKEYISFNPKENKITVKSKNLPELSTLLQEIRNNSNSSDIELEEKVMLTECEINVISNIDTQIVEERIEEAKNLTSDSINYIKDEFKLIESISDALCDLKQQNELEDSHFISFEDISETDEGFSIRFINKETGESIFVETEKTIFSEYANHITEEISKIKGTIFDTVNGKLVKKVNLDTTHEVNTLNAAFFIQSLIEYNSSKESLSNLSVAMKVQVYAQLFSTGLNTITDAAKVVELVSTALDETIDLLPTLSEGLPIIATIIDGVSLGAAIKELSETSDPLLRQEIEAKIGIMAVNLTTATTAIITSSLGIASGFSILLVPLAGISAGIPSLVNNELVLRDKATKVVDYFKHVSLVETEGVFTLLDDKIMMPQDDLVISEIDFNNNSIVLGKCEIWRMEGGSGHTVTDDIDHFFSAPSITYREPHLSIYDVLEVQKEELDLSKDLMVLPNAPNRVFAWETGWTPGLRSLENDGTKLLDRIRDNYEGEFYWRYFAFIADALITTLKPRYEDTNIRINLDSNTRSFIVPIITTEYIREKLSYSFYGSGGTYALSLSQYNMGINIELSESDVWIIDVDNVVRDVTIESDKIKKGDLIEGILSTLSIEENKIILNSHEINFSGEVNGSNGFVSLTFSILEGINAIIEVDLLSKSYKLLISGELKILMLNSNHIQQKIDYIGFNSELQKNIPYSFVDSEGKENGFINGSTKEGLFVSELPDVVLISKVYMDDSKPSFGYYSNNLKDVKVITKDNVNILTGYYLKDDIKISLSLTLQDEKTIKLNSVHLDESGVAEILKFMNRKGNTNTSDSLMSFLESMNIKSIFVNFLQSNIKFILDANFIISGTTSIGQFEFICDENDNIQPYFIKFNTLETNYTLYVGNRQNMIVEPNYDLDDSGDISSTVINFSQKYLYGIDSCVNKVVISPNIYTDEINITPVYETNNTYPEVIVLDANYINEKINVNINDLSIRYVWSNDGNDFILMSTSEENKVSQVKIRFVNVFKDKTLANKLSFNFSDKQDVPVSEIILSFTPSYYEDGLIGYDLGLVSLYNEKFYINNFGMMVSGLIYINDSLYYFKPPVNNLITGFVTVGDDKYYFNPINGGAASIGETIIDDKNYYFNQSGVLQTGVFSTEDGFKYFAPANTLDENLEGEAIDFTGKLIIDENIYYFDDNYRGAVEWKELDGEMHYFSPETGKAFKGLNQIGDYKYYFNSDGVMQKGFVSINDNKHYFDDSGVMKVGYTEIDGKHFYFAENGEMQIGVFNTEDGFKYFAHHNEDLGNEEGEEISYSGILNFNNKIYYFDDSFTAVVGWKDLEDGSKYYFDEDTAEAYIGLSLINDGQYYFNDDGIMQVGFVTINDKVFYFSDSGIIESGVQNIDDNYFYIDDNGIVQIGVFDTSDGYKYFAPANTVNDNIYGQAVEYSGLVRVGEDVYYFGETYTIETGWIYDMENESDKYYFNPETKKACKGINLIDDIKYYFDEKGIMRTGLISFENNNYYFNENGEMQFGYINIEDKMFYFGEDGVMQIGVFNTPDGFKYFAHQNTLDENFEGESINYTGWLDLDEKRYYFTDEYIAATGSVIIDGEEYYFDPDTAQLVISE
* = called active by the depositor. Cut-off read from the data, not from the text of the source, unless noted: active = inhibition above about 30%; inconclusive = no clear call, values can overlap the other calls; inactive = below that.

CC1=CC(c2ccc(Cl)cc2)n2nc(NC(=O)CCC(=O)O)nc2N1 (configuration not stated) was read as PrPC TRFRET -5, BoNT-F LC inh -3, BoNT-A LC inh2 0.6, Anthrax LF prot 0, CCHF vOTU inh -179, Y pestis TopoI 6, FadD28 FP inh -3.2, PfHsp40 yeast -0.3 and TcdB GH inh 0.0.
For O=C(COc1nncc2ccccc12)Nc1c(F)c(F)c(F)c(F)c1F the results were PrPC TRFRET 1, BoNT-F LC inh 1, BoNT-A LC inh2 -0.1, Anthrax LF prot -7, CCHF vOTU inh 12, Y pestis TopoI -6, FadD28 FP inh -1.0, PfHsp40 yeast 0.3 and TcdB GH inh 0.4.
O=C1CN=C(c2ccccc2)c2ccccc2N1 was read as PrPC TRFRET 4, BoNT-F LC inh 10, BoNT-A LC inh2 -3.0, Anthrax LF prot -9, CCHF vOTU inh -8, Y pestis TopoI 1, FadD28 FP inh -2.1, PfHsp40 yeast 1.1 and TcdB GH inh 2.1.
`CCC(Oc1ccccc1F)C(=O)Nc1ccc2c(c1)n(C)c(=O)n2C` (configuration not stated) gave PrPC TRFRET -1, BoNT-F LC inh 38*, BoNT-A LC inh2 2.0, Anthrax LF prot -7, CCHF vOTU inh -11, Y pestis TopoI 3, FadD28 FP inh -3.7, PfHsp40 yeast -1.6 and TcdB GH inh 0.8.
`O=C(CSc1nnc(C2CC2)n1C1CC1)c1cccs1` gave PrPC TRFRET -6, BoNT-F LC inh -2, BoNT-A LC inh2 0.5, Anthrax LF prot 1, CCHF vOTU inh 7, Y pestis TopoI 3, FadD28 FP inh -3.4, PfHsp40 yeast -0.5 and TcdB GH inh 1.6.
CCCSCCCNC(=O)CN1C(=O)COc2ccc(S(=O)(=O)N3CCCC3)cc21 was read as PrPC TRFRET 9, BoNT-F LC inh 5, BoNT-A LC inh2 2.7, Anthrax LF prot 0, CCHF vOTU inh 0, Y pestis TopoI -7, FadD28 FP inh -2.8, PfHsp40 yeast 0.6 and TcdB GH inh 0.3.
`Cc1ccc(S(=O)(=O)Nc2ccc3nc(C)sc3c2)c(C)c1` gave PrPC TRFRET 3, BoNT-F LC inh 6, BoNT-A LC inh2 0.1, Anthrax LF prot 4, CCHF vOTU inh 22, Y pestis TopoI 12, FadD28 FP inh -1.6, PfHsp40 yeast 1.1 and TcdB GH inh 3.1.
CC(=O)[C@@]1(O)CCC2C3C=CC4=CC(=O)CC[C@]4(C)C3CC[C@@]21C (some centres not stated) was read as PrPC TRFRET 5, BoNT-F LC inh -8, BoNT-A LC inh2 0.9, Anthrax LF prot 1, CCHF vOTU inh 13, Y pestis TopoI 6, FadD28 FP inh 0.1, PfHsp40 yeast 7.7 and TcdB GH inh 0.4.
For COc1ccc(Cl)cc1Nc1nc(-c2sc(NC(=O)C(C)(C)C)nc2C)cs1 the results were PrPC TRFRET 7, BoNT-F LC inh -9, BoNT-A LC inh2 -0.6, Anthrax LF prot -3, CCHF vOTU inh 7, Y pestis TopoI -17, FadD28 FP inh -6.2, PfHsp40 yeast -2.3 and TcdB GH inh 1.3.
Screening O=C(Nc1c(-c2ccc3c(c2)OCO3)[nH][nH]c1=O)c1cccc(C(F)(F)F)c1 returned PrPC TRFRET 6, BoNT-F LC inh -2, BoNT-A LC inh2 0.0, Anthrax LF prot 1, CCHF vOTU inh 34*, FadD28 FP inh 1.5 and TcdB GH inh -17.
For COc1ccc(Br)cc1C1CC(=O)N2CN(Cc3ccccc3)CSC2=C1C#N (configuration not stated) the results were PrPC TRFRET 8, BoNT-F LC inh -5, BoNT-A LC inh2 0.4, Anthrax LF prot -9, CCHF vOTU inh 4, Y pestis TopoI 2, FadD28 FP inh 3.7, PfHsp40 yeast 2.5 and TcdB GH inh 2.1.
`C[C@H](CO)N1C[C@H](C)[C@@H](CN(C)C(=O)Nc2ccccc2)Oc2ccc(NC(=O)Nc3ccc4c(c3)OCO4)cc2C1=O` gave PrPC TRFRET 11, BoNT-F LC inh 5, BoNT-A LC inh2 -0.3, Anthrax LF prot -6, CCHF vOTU inh 19, Y pestis TopoI -10, FadD28 FP inh 3.3, PfHsp40 yeast -1.4 and TcdB GH inh 1.9.

Not a retest: an excerpt of the list.
CCCSCCCNC(=O)CN1C(=O)COc2ccc(S(=O)(=O)N3CCCC3)cc21 was read as PrPC TRFRET 9, BoNT-F LC inh 5, BoNT-A LC inh2 2.7, Anthrax LF prot 0, CCHF vOTU inh 0, Y pestis TopoI -7, FadD28 FP inh -2.8, PfHsp40 yeast 0.6 and TcdB GH inh 0.3.
`Cc1ccc(S(=O)(=O)Nc2ccc3nc(C)sc3c2)c(C)c1` gave PrPC TRFRET 3, BoNT-F LC inh 6, BoNT-A LC inh2 0.1, Anthrax LF prot 4, CCHF vOTU inh 22, Y pestis TopoI 12, FadD28 FP inh -1.6, PfHsp40 yeast 1.1 and TcdB GH inh 3.1.
CC(=O)[C@@]1(O)CCC2C3C=CC4=CC(=O)CC[C@]4(C)C3CC[C@@]21C (some centres not stated) was read as PrPC TRFRET 5, BoNT-F LC inh -8, BoNT-A LC inh2 0.9, Anthrax LF prot 1, CCHF vOTU inh 13, Y pestis TopoI 6, FadD28 FP inh 0.1, PfHsp40 yeast 7.7 and TcdB GH inh 0.4.
For COc1ccc(Cl)cc1Nc1nc(-c2sc(NC(=O)C(C)(C)C)nc2C)cs1 the results were PrPC TRFRET 7, BoNT-F LC inh -9, BoNT-A LC inh2 -0.6, Anthrax LF prot -3, CCHF vOTU inh 7, Y pestis TopoI -17, FadD28 FP inh -6.2, PfHsp40 yeast -2.3 and TcdB GH inh 1.3.

The list goes on.
For COc1ccc(C2c3ccc(O)cc3Oc3ncn(CCCO)c(=N)c32)cc1 (configuration not stated) the results were PrPC TRFRET 3, BoNT-F LC inh -8, BoNT-A LC inh2 0.4, Anthrax LF prot -6, CCHF vOTU inh -15, Y pestis TopoI 0, FadD28 FP inh -2.0, PfHsp40 yeast 0.9 and TcdB GH inh 1.2.
`COc1ccccc1/C=N/N1C(=O)c2cccc3cccc(c23)C1=O` gave PrPC TRFRET -38, BoNT-F LC inh -3, BoNT-A LC inh2 -0.6, Anthrax LF prot 4, CCHF vOTU inh -16, Y pestis TopoI -1, FadD28 FP inh 0.6, PfHsp40 yeast -1.4 and TcdB GH inh 0.6.
Screening COc1ccc(CNC(=O)C2CCCN(S(=O)(=O)c3ccc(F)cc3)C2)cc1 (configuration not stated) returned PrPC TRFRET 12, BoNT-F LC inh -3, BoNT-A LC inh2 -0.2, Anthrax LF prot -1, CCHF vOTU inh 7, Y pestis TopoI 13, FadD28 FP inh -4.0, PfHsp40 yeast 0.2 and TcdB GH inh 1.2.
`COc1ccccc1C1/C(=C(/O)c2ccc(Cl)cc2)C(=O)C(=O)N1CCN1CCOCC1` (configuration not stated) gave PrPC TRFRET -2, BoNT-F LC inh 7, BoNT-A LC inh2 -0.5, Anthrax LF prot -2, CCHF vOTU inh -1, Y pestis TopoI -5, FadD28 FP inh -0.9 and PfHsp40 yeast -0.7.
`COc1ccc(CCNC(=O)CSc2nc3[nH]c(=O)cc(O)c3s2)cc1` gave PrPC TRFRET -4, BoNT-F LC inh 5, BoNT-A LC inh2 3.9, Anthrax LF prot 1, CCHF vOTU inh 7, Y pestis TopoI 0, FadD28 FP inh -2.1, PfHsp40 yeast -0.3 and TcdB GH inh -1.1.
Screening COc1ccc([C@@H]2CC=C(C(=O)O)[C@H](c3ccc(Cl)cc3)N2S(=O)(=O)c2ccc(Cl)cc2)cc1 returned PrPC TRFRET 7, BoNT-F LC inh -6, BoNT-A LC inh2 -0.5, Anthrax LF prot -10, CCHF vOTU inh 8, Y pestis TopoI 16, FadD28 FP inh -3.5, PfHsp40 yeast 2.6 and TcdB GH inh -1.2.
For O=c1[nH]c(=O)n(Cc2ccco2)c(O)c1C=NC1CC1 the results were PrPC TRFRET -8, BoNT-F LC inh 2, BoNT-A LC inh2 -0.1, Anthrax LF prot 4, CCHF vOTU inh -2, Y pestis TopoI -1, FadD28 FP inh -2.1 and PfHsp40 yeast 0.5.
CCOC(=O)C1CCN(S(=O)(=O)c2ccc3c(c2)CC(=O)N3C)CC1 was read as PrPC TRFRET -6, BoNT-F LC inh -11, BoNT-A LC inh2 0.1, Anthrax LF prot -3, CCHF vOTU inh 0, Y pestis TopoI 1, FadD28 FP inh -1.1, PfHsp40 yeast 0.8 and TcdB GH inh 0.7.
`CCOc1ccc(NC(=O)c2nsc(Cl)c2Cl)cc1` gave PrPC TRFRET 1, BoNT-F LC inh -6, BoNT-A LC inh2 -0.9, Anthrax LF prot 2, CCHF vOTU inh 9, Y pestis TopoI -6, FadD28 FP inh -1.8, PfHsp40 yeast 0.9 and TcdB GH inh 0.1.
`O=C(c1ccc2nc(N3CCCCC3)sc2c1)N1CCN(Cc2ccc3c(c2)OCO3)CC1` gave PrPC TRFRET 12, BoNT-F LC inh -17, BoNT-A LC inh2 -1.2, Anthrax LF prot 0, CCHF vOTU inh -3, Y pestis TopoI 17, FadD28 FP inh -3.3, PfHsp40 yeast -0.1 and TcdB GH inh 1.8.
For Cc1cc(-c2nnc(CCC(=O)NCc3ccc(OC(F)(F)F)cc3)o2)no1 the results were PrPC TRFRET 2, BoNT-F LC inh 5, BoNT-A LC inh2 -0.1, Anthrax LF prot 1, CCHF vOTU inh -3, Y pestis TopoI -6, FadD28 FP inh -0.6, PfHsp40 yeast -0.1 and TcdB GH inh 1.2.
Screening COc1ccc(N2C(=O)C3CCCN3C2c2cc(OC)c(OC)cc2OC)cc1 (configuration not stated) returned PrPC TRFRET 7, BoNT-F LC inh -5, BoNT-A LC inh2 -0.2, Anthrax LF prot 1, CCHF vOTU inh 16, Y pestis TopoI -3, FadD28 FP inh -3.3, PfHsp40 yeast -1.2 and TcdB GH inh -3.0.
Screening N/C(Cc1ccc(Cl)cc1)=N\OC(=O)c1ccc2ccccc2c1 returned PrPC TRFRET -3, BoNT-F LC inh -74, BoNT-A LC inh2 -3.9, Anthrax LF prot 0, CCHF vOTU inh 1, Y pestis TopoI 5, FadD28 FP inh 1.1 and PfHsp40 yeast -0.9.
`CCCc1nc(NC(C)=O)c(C#N)c(-c2ccco2)c1CC` gave PrPC TRFRET -4, BoNT-F LC inh 5, BoNT-A LC inh2 0.0, Anthrax LF prot 2, CCHF vOTU inh 8, Y pestis TopoI -1, FadD28 FP inh -2.6 and PfHsp40 yeast -0.5.
Cc1ccc(S(=O)(=O)NC2CCOC(C)(C)C2)cc1 (configuration not stated) was read as PrPC TRFRET 9, BoNT-F LC inh -11, BoNT-A LC inh2 -0.6, Anthrax LF prot 7, CCHF vOTU inh 0, Y pestis TopoI 5, FadD28 FP inh 1.6 and PfHsp40 yeast 0.9.
Screening CC1CCc2c(nc3ncnn3c2NCCN(C)C)C1 (configuration not stated) returned PrPC TRFRET -6, BoNT-F LC inh -2, BoNT-A LC inh2 1.1, Anthrax LF prot 8, CCHF vOTU inh -6, Y pestis TopoI -5, FadD28 FP inh 0.0, PfHsp40 yeast -0.6 and TcdB GH inh 1.8.
COC(=O)c1sccc1NC(=S)N1CC(C)CC(C)C1 (configuration not stated) was read as PrPC TRFRET 1, BoNT-F LC inh -6, BoNT-A LC inh2 -0.5, Anthrax LF prot 4, CCHF vOTU inh -9, Y pestis TopoI 3, FadD28 FP inh -0.6 and PfHsp40 yeast -0.4.
Screening C=CCNc1ncnc2c1ncn2[C@H]1CN(Cc2ccccc2)C[C@@H](CO)O1 returned PrPC TRFRET 2, BoNT-F LC inh -5, BoNT-A LC inh2 -0.1, Anthrax LF prot 0, CCHF vOTU inh 7, Y pestis TopoI -1, FadD28 FP inh -4.0 and TcdB GH inh -1.6.
For CC1(C)CC(NCc2cccc([N+](=O)[O-])c2)CC(C)(C)N1 the results were PrPC TRFRET -3, BoNT-F LC inh inconclusive, BoNT-A LC inh2 -1.7, Anthrax LF prot 7, CCHF vOTU inh -1, Y pestis TopoI 6, FadD28 FP inh -1.1, PfHsp40 yeast -1.9 and TcdB GH inh -7.1.

Screening data deposited in PubChem by several laboratories.

An unsorted share of the library (roughly 2.3% active in at least one column).
